Bioassay records from PubChem BioAssay.
TLR9-MyD88 inh: TLR9-MyD88 interaction inhibition; inhibition, % at 4.98 µM; CHO BLA complementation TLR9-MyD88, CCF4 FRET ratio; AID 504734; 340,000 compounds, 0.21% hits;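 active means inhibition above the mean over all tested compounds plus 3 SD, cut at about 21% in these data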;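 further: 0% = DMSO only wells and 100% = clavulanate BLA inhibitor control wells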
Exocytosis inh: lytic granule exocytosis inhibition. TALL-104 LAMP-1 surface exposure, flow cytometry; cells stimulated with thapsigargin and PMA. inhibition, % at 10 µM. 360,000 compounds, 0.66% hits;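 active means inhibition above about 55%, limit read from the data; inconclusive means no clear call, values can overlap the other calls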
ABHD5-PLIN5 inh: blocks binding of human ABHD5 to perilipin-5. 360,000 compounds, 0.78% hits. inhibition, % at 4 µM. AID 602281. Split G. princeps luciferase complementation, luminescence, 4 h. Q00G26+Q8WTS1;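 active means inhibition above the mean inhibition across every tested compound plus 3 SD, cut at about 22% in these data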;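 further: 0% = DMSO only wells and the 100% control is not disclosed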
NCOA2 inhibitor: human SRC2 (NCOA2) inhibition; Q15596; HEK293 GAL4-SRC2 luciferase reporter, luminescence; inhibition, % at 9 µM; 370,000 compounds, 0.17% hits; AID 651957;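 active means inhibition above the mean inhibition of all tested compounds plus 3 SD, set per campaign, cut at about 52% in these data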;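 further: 0% = DMSO treated cells and 100% = cells given Gossypol at 36 µM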
NR2F2 inh: inhibitors of human COUP-TFII (NR2F2). AID 686940. 370,000 compounds, 0.7% hits. inhibition, % at 8.6 µM. HEK293T NGFI-A luciferase reporter, luminescence. P24468;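 active means inhibition above a per-plate cutoff, mean inhibition of test wells between control levels plus 3 SD, cut at about 38% in these data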;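 further: cells cotransfected with COUP-TFII expression vector driving the NGFI-A reporter; 0% = median of COUP-TF2 test wells and 100% = reporter-only cells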
TWEAK-Fn14 inh: inhibitors of TWEAK-Fn14 interaction signaling; TWEAK-stimulated Fn14 reporter cells, luciferase luminescence, 8 h; inhibition, % at 10 µM; 360,000 compounds, 2% hits; AID 1159606; in the data active means inhibition above about 50%
LRH-1 inv ag: NR5A2 inverse agonism in reporter assay. O00482. HEK293T StAR-luciferase reporter, LRH-1 transfected, 24 h. inhibition, % at 3.6 µM. 360,000 compounds, 0.13% hits. AID 602396;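 active means inhibition above the mean inhibition of all tested compounds plus 3 SD, cut at about 73% in these data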;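 further: 0% = DMSO wells and 100% = reporter-only cells lacking LRH-1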
NOD2-RIPK2 inh: inhibitors of human NOD2-RIPK2 interaction; AID 624267; CHO BLA complementation NOD2-RIPK2, CCF4 ratio; 360,000 compounds, 0.38% hits; inhibition, % at 4.98 µM; O43353; in the data active means inhibition above about 21%;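 further: 0% = vehicle only and 100% = reference blocker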
NCOA1 inh: inhibitors of human steroid receptor coactivator 1 (SRC1); Q15788; 360,000 compounds, 0.12% hits; inhibition, % at 3.6 µM; AID 588354; HEK293 GAL4-SRC1 luciferase reporter, luminescence;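 active means inhibition above the campaign mean plus 3 SD, with each screening campaign given its own cutoff, cut at about 60% in these data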;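 further: 0% = DMSO treated cells and 100% = gossypol at 36 µM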
TROY NFkB inh: TROY signaling inhibition | 360,000 compounds, 0.98% hits | Q293 LMP1-TROYcd NF-kB luciferase reporter, 4 h | inhibition, % at 10 µM;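 active means compounds whose plate-normalised and pattern-corrected inhibition of the luciferase reporter signal at the single screening dose is 50% or more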
NCOA3 inh: inhibitors of human steroid receptor coactivator 3 (SRC3) | 360,000 compounds, 0.17% hits | inhibition, % at 3.6 µM | HEK293 GAL4-SRC3 luciferase reporter, luminescence | AID 588352 | Q9Y6Q9;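 active means inhibition above a per-campaign cutoff, the mean of all compounds plus 3 SD, cut at about 60% in these data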;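 further: 0% = DMSO-treated cells and 100% = gossypol-treated cells at 36 µM; higher means less SRC3-driven luciferase light from the GAL4 reporter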
Target sequence (Q9Y6Q9 whole entry, looked up, the tested form may be a part): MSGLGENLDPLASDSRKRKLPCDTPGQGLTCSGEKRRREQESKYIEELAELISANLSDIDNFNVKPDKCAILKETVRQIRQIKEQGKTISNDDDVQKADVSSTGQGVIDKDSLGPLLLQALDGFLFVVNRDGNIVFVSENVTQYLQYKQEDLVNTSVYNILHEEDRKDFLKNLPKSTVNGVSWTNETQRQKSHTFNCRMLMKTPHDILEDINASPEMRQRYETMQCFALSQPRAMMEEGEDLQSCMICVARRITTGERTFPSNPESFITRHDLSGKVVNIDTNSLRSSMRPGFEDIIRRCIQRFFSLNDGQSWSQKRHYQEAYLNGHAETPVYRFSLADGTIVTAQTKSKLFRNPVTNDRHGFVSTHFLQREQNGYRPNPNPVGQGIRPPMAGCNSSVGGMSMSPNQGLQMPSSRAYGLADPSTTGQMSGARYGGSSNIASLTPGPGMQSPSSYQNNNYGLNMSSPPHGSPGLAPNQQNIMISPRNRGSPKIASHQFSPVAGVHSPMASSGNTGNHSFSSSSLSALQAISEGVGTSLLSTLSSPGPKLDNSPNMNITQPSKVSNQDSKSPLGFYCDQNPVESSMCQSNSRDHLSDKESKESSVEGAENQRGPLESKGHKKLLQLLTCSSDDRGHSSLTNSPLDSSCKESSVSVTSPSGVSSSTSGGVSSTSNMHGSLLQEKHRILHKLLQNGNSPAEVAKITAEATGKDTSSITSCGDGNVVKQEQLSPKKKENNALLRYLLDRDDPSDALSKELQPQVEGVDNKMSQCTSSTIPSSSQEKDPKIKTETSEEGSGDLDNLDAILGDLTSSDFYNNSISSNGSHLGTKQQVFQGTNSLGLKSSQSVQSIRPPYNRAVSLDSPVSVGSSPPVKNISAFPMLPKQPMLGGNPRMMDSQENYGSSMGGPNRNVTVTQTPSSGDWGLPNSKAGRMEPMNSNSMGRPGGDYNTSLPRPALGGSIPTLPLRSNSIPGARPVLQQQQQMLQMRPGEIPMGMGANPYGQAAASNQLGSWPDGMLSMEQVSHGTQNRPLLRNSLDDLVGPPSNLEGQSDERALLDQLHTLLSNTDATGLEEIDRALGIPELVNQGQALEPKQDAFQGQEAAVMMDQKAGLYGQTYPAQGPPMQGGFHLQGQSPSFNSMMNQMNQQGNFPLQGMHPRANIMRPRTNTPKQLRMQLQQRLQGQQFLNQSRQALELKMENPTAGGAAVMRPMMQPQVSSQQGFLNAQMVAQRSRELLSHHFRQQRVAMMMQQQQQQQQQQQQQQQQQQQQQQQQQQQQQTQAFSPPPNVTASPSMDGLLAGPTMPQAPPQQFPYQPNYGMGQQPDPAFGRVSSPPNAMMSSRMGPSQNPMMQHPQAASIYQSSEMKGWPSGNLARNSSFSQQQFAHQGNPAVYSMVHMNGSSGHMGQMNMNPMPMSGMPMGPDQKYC
* = called active by the depositor; u = inconclusive; x = no result given. These rows are one share of the data. The share of hits here may be higher or lower than overall.

no. | canonical_smiles | TLR9-MyD88 inh | Exocytosis inh | ABHD5-PLIN5 inh | NCOA2 inhibitor | NR2F2 inh | TWEAK-Fn14 inh | LRH-1 inv ag | NOD2-RIPK2 inh | NCOA1 inh | TROY NFkB inh | NCOA3 inh
1 | O=C1/C(=N\S(=O)(=O)c2cccs2)C([n+]2cccc(Cc3ccccc3)c2)=C([O-])c2ccccc21 | x | 12 | 1 | x | x | 32 | 32 | 0 | 18 | 28 | 16
2 | COC(=O)c1c(NC(=O)c2ccco2)sc2c1CCN(C(C)C)C2 | -13 | u | 8 | -37 | -6 | -30 | 12 | 2 | -5 | -23 | 14
3 | COc1ccc(-c2cn(-c3ccc(OC)cc3)c3[n+]2-c2ccccc2CC3)cc1 | 13 | 4 | 3 | -16 | 62* | 47 | 72 | -9 | 47 | 34 | 69*
4 | O=C(CN1CCN(C(=O)c2ccco2)CC1)Nc1cc(C(F)(F)F)ccc1Cl | -5 | -2 | 0 | x | x | -8 | -20 | 5 | 1 | -1 | -17
5 | COc1cc(S(=O)(=O)N2CCN=C2c2ccccc2)c(OC)cc1Cl | -7 | -13 | 8 | 4 | 1 | -19 | 4 | -11 | 9 | -7 | -11
6 | CCN(CC)S(=O)(=O)c1ccc2c(c1)nc(CCC(=O)Nc1ccc(N3CCOCC3)cc1)n2C | 0 | -2 | 4 | -35 | 1 | -11 | -7 | -2 | 2 | 12 | -11
7 | S=C(Nc1ccc(N2CCOCC2)cc1)Nc1ccc2nc(-c3ccco3)c(-c3ccco3)nc2c1 | 6 | -2 | 2 | -32 | -13 | 72* | 7 | 5 | -13 | 4 | -12
8 | O=C(CSc1nnc(-c2cccnc2)n1-c1ccccc1)Nc1ccc2c(c1)OCO2 | 3 | -1 | 7 | -6 | 10 | 1 | 13 | -4 | 9 | 3 | 6
9 | CCCNC(=O)CS(=O)Cc1nc(-c2ccccc2C)oc1C (stereo unspecified) | 5 | 0 | 8 | 12 | -8 | 14 | -1 | -12 | 18 | -10 | -14
10 | CN(C)c1nc(N)nc(Cn2nnc(-c3ccc(C(F)(F)F)cc3)n2)n1 | 1 | 4 | 2 | -4 | 5 | 0 | -10 | -8 | 5 | 28 | 15
11 | CN(C)CCCCOc1cccc(Br)c1 | -1 | -3 | 5 | -10 | 5 | 2 | 3 | -2 | -11 | 11 | 2
12 | N#Cc1c(N)c2ccccn2c1C(=O)c1ccc(Br)cc1 | -4 | -6 | -1 | -8 | 8 | -10 | 15 | 1 | -1 | -6 | 10
13 | COc1ccc(C)cc1NC(=O)CNC(=O)[C@@H]1Cc2ccccc2CN1 | 5 | 18 | 11 | -22 | -7 | 11 | 17 | -7 | 14 | -1 | -3
14 | Cc1ccc(NC(=O)c2cccnc2)c([N+](=O)[O-])c1 | -2 | -6 | 7 | -15 | -5 | 12 | -2 | 4 | -9 | -6 | -10
15 | Cc1cc(C)cc(C(=O)NCC(=O)OCC(=O)Nc2cccnc2Cl)c1 | -6 | -1 | 0 | 1 | -54 | 4 | -4 | -5 | 8 | -4 | 3
16 | COc1ccc(CC(=O)NNS(=O)(=O)c2ccccc2[N+](=O)[O-])cc1OC | 4 | 6 | -1 | -14 | 1 | -2 | 24 | -9 | -3 | -16 | -7
17 | COc1ccc(C(O)c2ncc(-c3cccc(OCc4ccccc4)c3)[nH]2)cc1F (stereo unspecified) | x | 1 | -9 | x | x | 12 | -11 | 1 | -12 | 24 | -8
18 | CCC/C(O)=C1\C(=O)CC(C)(C)CC1=Nc1cccc([N+](=O)[O-])c1 | -7 | -9 | 0 | -37 | 12 | -26 | 36 | -3 | -5 | -15 | 7
19 | O=C(CSc1nnc(C2CC2)n1-c1ccccc1)NCCN1C(=O)CSC1=O | -3 | -1 | 9 | -36 | 8 | -4 | 1 | 0 | -11 | 0 | 10
20 | CCNC(=S)N(Cc1cc2cc(C)c(C)cc2[nH]c1=O)C1CCCC1 | 2 | 10 | 0 | -16 | -10 | -45 | 9 | -15 | -3 | -13 | 6
21 | CCOc1ccc(N2C(=O)CC(NC3CCN(C(=O)c4cccs4)CC3)C2=O)cc1 (stereo unspecified) | -3 | 1 | 6 | -10 | -16 | -9 | -8 | -7 | 2 | -13 | 6
22 | O=C(CSc1nnc(NC(=O)C2CC(=O)N(c3ccc(F)cc3)C2)s1)NCC1CCCO1 (stereo unspecified) | 2 | 1 | 6 | -26 | 4 | 5 | -10 | -1 | -17 | 12 | -17
23 | Cc1cc(C)n(C(=O)c2cccc(S(=O)(=O)N3CCCCC3)c2)n1 | 0 | 9 | 20 | -12 | 7 | 0 | 11 | -10 | 2 | -11 | -5
24 | CCc1ccccc1-n1c(SCC(=O)N2CCCC2)nnc1-c1ccccn1 | -3 | -1 | 0 | 10 | 2 | -2 | -10 | -3 | -2 | 12 | -4
25 | CC(C)CSc1n[nH]c(=S)s1 | -6 | 20 | -3 | 3 | 0 | 3 | -11 | 0 | -6 | -6 | 5
26 | Cc1ccc(S(=O)(=O)N2CCN(CC(O)CN3CCOCC3)CC2)cc1 (stereo unspecified) | 1 | -3 | -5 | 2 | 4 | -8 | -9 | 1 | -24 | 9 | -2
27 | CCOc1ccc2cc(C3CC(c4ccco4)=NN3S(=O)(=O)c3ccccc3)c(Cl)nc2c1 (stereo unspecified) | -4 | -3 | 1 | -16 | -2 | 14 | -14 | -5 | -21 | -22 | 14
28 | Cc1ccc(N2CCN(C(=O)c3cc(C(=O)c4ccccc4C)c[nH]3)CC2)c(C)c1 | -1 | 0 | -1 | 3 | 7 | 33 | -7 | -8 | -11 | 43 | -10
29 | Cc1ccc(C)c(N2C(=O)c3ccc(C(=O)Nc4ccccn4)cc3C2=O)c1 | 9 | -2 | -1 | 14 | -14 | -7 | -24 | 4 | -16 | -24 | -15
30 | CCOC(=O)c1c(CN(C)C)n(-c2ccccc2)c2cc(Br)c(OC)cc12 | -7 | -1 | 15 | 10 | -6 | -8 | 1 | -3 | -3 | 20 | 3
31 | CCn1c(SCCN2CCOCC2)nc2c1c(=O)n(C)c(=O)n2C | -7 | 2 | 6 | -10 | 12 | -6 | 1 | -9 | 2 | -1 | -9
32 | Cc1cccc(CC2S/C(=N/c3cccc(C)n3)NC2=O)c1 (stereo unspecified) | -2 | -12 | 4 | -38 | -21 | -16 | -1 | -10 | 14 | 21 | 22
33 | Cc1ccc(NS(=O)(=O)Cc2ccccc2)cc1Cl | 3 | -14 | -8 | 10 | 2 | -15 | 11 | 3 | 14 | -10 | 7
34 | Cc1ccc(C(OC(=O)c2ccco2)C(=O)NC(C)(C)C)cc1 (stereo unspecified) | 0 | 2 | 0 | -2 | 0 | 3 | -5 | 1 | 9 | -5 | -13
35 | Cc1ccc(C(=O)N2CC(C)CC(C)C2)cc1S(=O)(=O)N1CCCCC1 (stereo unspecified) | -12 | 2 | -4 | -5 | 9 | -4 | -5 | 1 | -5 | 12 | -5
36 | COC(=O)C1(C)NCCc2c1[nH]c1ccccc21 (stereo unspecified) | -2 | 1 | -1 | -32 | 2 | 1 | -21 | -2 | -6 | 5 | -5
37 | COc1cc(/C=C(\C#N)c2ccccn2)ccc1OCC(=O)Nc1ccc(Br)cc1 | 2 | -3 | -8 | -15 | 3 | -8 | -14 | -11 | -11 | -2 | 6
38 | CCCCCC(=O)N1C[C@H](O)[C@@H](n2cc(COC(=O)c3ccccc3)nn2)C[C@@H]1c1ccccc1 | -2 | -6 | -2 | -3 | 3 | -16 | -7 | 2 | 7 | -14 | 5
39 | CCOC(=O)N1CCC(N(CCN(C)C)C(=S)Nc2ccccc2Cl)CC1 | -4 | 8 | 1 | -5 | -3 | -10 | 2 | -7 | -10 | 4 | 0
40 | Cc1cc(C)cc(-n2c(C)cc(/C=N/NC(=O)CN(c3c(C)cccc3C)S(C)(=O)=O)c2C)c1 | -6 | 2 | -6 | -18 | -2 | -14 | -16 | -18 | 6 | -8 | 2
41 | CC(NC(=O)COc1cccnc1[N+](=O)[O-])c1ccc(Cl)cc1 (stereo unspecified) | 6 | -5 | 9 | -12 | 1 | 1 | 7 | -3 | -3 | -12 | -6
42 | O=C(NC(=S)Nc1ccc(S(=O)(=O)N2CCCCCC2)cc1)c1cccs1 | -11 | 6 | 0 | -29 | -17 | 3 | -7 | 8 | 4 | 13 | 8
43 | O=C(Cc1ccc(Cl)cc1)NC(=S)Nc1ccccc1O | 1 | -21 | -21 | -18 | 3 | 5 | 12 | 7 | -2 | -6 | -12
44 | CS(=O)(=O)c1ccc2nc(NC(=O)C3C4C=CC(C4)C3C(=O)O)sc2c1 (stereo unspecified) | -10 | 3 | 4 | 6 | -2 | -16 | 9 | 1 | -14 | 8 | -6
45 | CCN(CC)C(=O)CN(Cc1ccccc1)S(=O)(=O)c1ccc(F)cc1 | -3 | 0 | -1 | -10 | -3 | 40 | -24 | -13 | 4 | x | -5
46 | Cc1noc(C)c1C(=O)N1CCC1(C)C(=O)NS(=O)(=O)c1cccs1 (stereo unspecified) | x | -16 | 7 | 14 | -4 | 5 | -5 | -10 | -1 | 5 | -13
47 | COc1ccc(C(=O)C2CCCN(C(=O)c3noc4c3CCCC4)C2)cc1F (stereo unspecified) | -9 | 0 | -6 | -26 | 0 | 2 | -1 | 0 | 1 | 18 | 14
48 | Cc1ccccc1S(=O)(=O)N(C)C[C@H]1OCc2cnnn2CCCC(=O)N([C@H](C)CO)C[C@H]1C | -9 | 2 | 5 | -20 | 8 | 6 | -3 | -22 | -4 | -7 | 9
49 | O=C(NCC1COc2ccccc2O1)c1ccc(-n2cncn2)c([N+](=O)[O-])c1 (stereo unspecified) | 4 | 1 | 5 | 13 | -19 | 10 | -5 | -8 | 0 | -6 | 16
50 | COC(=O)C1C(C(C)C)N(c2ccccc2)OC1(C)O (stereo unspecified) | -2 | -1 | -17 | 5 | 15 | -15 | 21 | -30 | 0 | 3 | -8
51 | Cc1ccc(S(=O)(=O)N2CCCc3cc(NC(=O)c4c(F)cccc4F)ccc32)cc1 | -3 | -1 | -2 | 16 | 11 | 17 | -16 | 6 | 17 | -10 | 5
52 | Cc1ccnc(NS(=O)(=O)c2ccc(NC(=O)c3ccc(N4C(=O)CCC4=O)cc3)cc2)n1 | -10 | 2 | 4 | 4 | 10 | -3 | -17 | -8 | -7 | -4 | -6
53 | COc1cccc2cc(CC(=O)c3ccc(C)cc3C)c(=O)oc12 | -1 | 0 | 3 | -86 | -32 | -8 | -55 | -18 | -55 | -57 | -68
54 | N#Cc1nc(COc2ccccc2Cl)oc1N1CCCC1 | -9 | 3 | 3 | -4 | 14 | 1 | -7 | -1 | 10 | -3 | 16
55 | CS(=O)(=O)N(CC(=O)N1CCCCCC1)Cc1ccc(Cl)cc1 | 7 | 2 | 3 | 16 | 8 | 11 | 10 | -14 | 1 | 2 | 19
56 | CC1CCC(N(C(=O)c2csnn2)C(C(=O)NC(C)(C)C)c2cccnc2)CC1 (stereo unspecified) | -8 | 3 | 4 | 9 | -18 | 5 | 10 | 0 | 15 | 4 | -5
